Compound activity (PubChem)
ER stress death: protection against thapsigargin ER stress killing – CSM14.1 cells, ATP luminescence, primary screen. CSM14.1 thapsigargin ER stress survival. relative survival (cellular ATP), % at 15 µg/mL (by protocol). actives 0.33% (n = 48,000). AID 1010, 2008;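 active = survival measured by cellular ATP above 50% at 15 µg/ml in the first screen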;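 also: cell death triggered by about 15 µM thapsigargin; ATP read 24 h after thapsigargin was added; plate controls were thapsigargin with DMSO for no effect and DMSO without thapsigargin for full effect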
Starred values were filed as active, the others as inactive. A portion of the library (hit frequency here may not be typical).

The first two compounds, ahead of the listing:
SMILES | ER stress death
O=c1oc2c(CN3CCOCC3)c(O)ccc2cc1-c1nc2ccccc2[nH]1 | 0
O=C(COc1ccccc1[N+](=O)[O-])Nc1ccc(Cl)cn1 | 1

The listing (from the top)
SMILES | ER stress death
O=c1oc2c(CN3CCOCC3)c(O)ccc2cc1-c1nc2ccccc2[nH]1 | 0
O=C(COc1ccccc1[N+](=O)[O-])Nc1ccc(Cl)cn1 | 1
COc1ccccc1N1CCN(C(=O)COc2cccc3ccccc23)CC1 | 11
CC1(C)NC(=O)N(CC(O)CN(c2ccccc2)S(=O)(=O)c2ccccc2)C1=O (stereo unspecified) | -5
c1ccc(-c2cn(-c3ccccc3)nc2-c2ccccc2)cc1 | 2
COc1ccc(NC(=O)Nc2ccccc2OC)cc1 | -1
O=C(Cc1ccccc1)N1N=C(c2ccc(Br)cc2)CC1(O)C(F)(F)F (stereo unspecified) | 10
O=c1oc(-c2cccc(F)c2)nc2c1cnn2-c1ccccc1 | 4
O=C(CSc1nnc(-c2cccc(F)c2)n1-c1ccccc1)NCc1ccccc1 | 2
CC(C)OC(=O)c1c(N)sc2c1CCCCC2 | 8
O=C(Nc1cc(Cl)cc(Cl)c1)c1ccc(S(=O)(=O)N2CCCCC2)cc1 | 3
CCOC(=O)c1cnn2c(C)c(C(C)=O)cnc12 | 7

7 of the compounds above, in markdown.
| smiles | ER stress death |
| --- | --- |
| c1ccc(-c2cn(-c3ccccc3)nc2-c2ccccc2)cc1 | 2 |
| COc1ccc(NC(=O)Nc2ccccc2OC)cc1 | -1 |
| O=C(Cc1ccccc1)N1N=C(c2ccc(Br)cc2)CC1(O)C(F)(F)F (stereo unspecified) | 10 |
| O=c1oc(-c2cccc(F)c2)nc2c1cnn2-c1ccccc1 | 4 |
| O=C(CSc1nnc(-c2cccc(F)c2)n1-c1ccccc1)NCc1ccccc1 | 2 |
| CC(C)OC(=O)c1c(N)sc2c1CCCCC2 | 8 |
| O=C(Nc1cc(Cl)cc(Cl)c1)c1ccc(S(=O)(=O)N2CCCCC2)cc1 | 3 |

Next part:
SMILES | ER stress death
COc1ccc(Cl)cc1NC(=O)CSCc1cccc(Br)c1 | 1
O=C(Oc1ccc([N+](=O)[O-])cc1)c1ccc(Cl)c(S(=O)(=O)N2CCOCC2)c1 | 2
Cc1ccccc1NCn1c(=S)oc2ccccc21 | 7
Cc1ccc(SCCNC(=O)c2ccccc2)cc1 | 3
CC(=O)Oc1ccc(NC(=O)CC2SC(N)=NC2=O)cc1 (stereo unspecified) | 8
COc1ccc(N/N=C(/C#N)C(=N)N2CCCCCC2)cc1 | -4
CCOC(=O)c1ccc(-c2ccccc2)cc1 | 9
CCOC(=O)c1sc(NC(=O)c2cccc3ccccc23)nc1C | 3
O=C(N=Nc1c(O)n(CN2CCCCCC2)c2ccccc12)c1ccncc1 | 2
O=C(Nc1cccc(Cl)c1Cl)c1ccc(CN2CCc3ccccc3C2)cc1 | 1
CC(=O)Nc1ccc(C2(O)COc3ccccc3O2)cc1 (stereo unspecified) | 16
CCOC(=O)c1sc(NC(=O)COc2ccc(CC)cc2)c(C(=O)OCC)c1C | 2
CSc1nc(NC(N)=O)c2c3c(sc2n1)CC(C(C)(C)C)CC3 (stereo unspecified) | 58*
CCCCCCCn1c(NCCO)nc2ccccc21 | -8
COc1ccc(/C=C/C(=O)c2ccc(Br)cc2)cc1[N+](=O)[O-] | 1
CCN(CC)CCOC(=O)c1ccc(O)c(OC)c1 | 9
CCOC(=O)C1=C(C)N=c2s/c(=C/c3ccc(Cl)cc3)c(=O)n2C1c1ccccc1 (stereo unspecified) | 15
CCOc1ccc(N(Cc2ccc(C(=O)N3CCCC3)cc2)S(=O)(=O)c2ccc(C)cc2)cc1 | 9
COc1ccc2c(c1)c(=O)oc1cc(OC(C)=O)ccc12 | 1
COC(=O)c1ccc(-n2c(C)cc(/C=C3\SC(=S)NC3=O)c2C)cc1 | 5
O=C(Nc1cccc(Br)c1)c1cnccn1 | -2
COc1ccc(C(=O)NCCCN2CCOCC2)cc1Br | 4
Cc1cc(N2C(=O)NC(=O)/C(=C\c3ccc([N+](=O)[O-])o3)C2=O)ccc1Br | 4
CCCCS(=O)(=O)CC(O)COc1ccccc1 (stereo unspecified) | 10
CCOc1ccc(NC(=O)C2=C(C)NC(=O)NC2c2cccc(OC)c2OC)cc1 (stereo unspecified) | 7
Cc1c(NC(=O)c2nn3c(C(F)(F)F)c4c(nc3c2Cl)-c2ccccc2CC4)c(=O)n(-c2ccccc2)n1C | -1
Cc1ccc(-c2nc3ccccc3o2)cc1NC(=O)COc1ccccc1[N+](=O)[O-] | 2
O=C(CSC(=S)N1CCCCC1)c1ccc([N+](=O)[O-])cc1 | 15
CCOc1ccc(C2Nc3ccccc3NC3=C2C(=O)CC(c2ccc(OC)cc2)C3)cc1OC (stereo unspecified) | 5
COc1ccccc1C/C(N)=N/OC(=O)COc1ccc(C)cc1Br | -4
COc1cc([N+](=O)[O-])ccc1NC(=S)NC(=O)c1ccc(Cl)cc1 | 3
CC1(C)CC(NS(=O)(=O)c2cccc([N+](=O)[O-])c2)CC(C)(C)N1 | 0
CC(C)OC(=O)C1C(=O)CC(C)(O)C(C(=O)OC(C)C)C1c1ccc(C(C)C)cc1 (stereo unspecified) | 0
CC(=O)/C=C(\C)N1N=C(c2ccccc2)CC1c1cccc([N+](=O)[O-])c1 (stereo unspecified) | 0
CCc1cccc(NC(=O)c2cccc(F)c2)c1 | 6
CC1(c2cccs2)CC(c2cccs2)=C(C#N)C(=O)N1 (stereo unspecified) | 9
Cc1c(C(N)=O)c(N)c(C(=O)c2ccccc2)n1-c1ccccc1 | 5
CCOc1ccccc1NC(=O)c1c(NC(=O)c2cccc(F)c2)sc2c1CCC(C)C2 (stereo unspecified) | 0
COc1ccccc1/C=C1\SC(N2CCCC2)=NC1=O | -1
O=[N+]([O-])c1cccc(S(=O)(=O)Nc2ccc3c(c2)OCO3)c1 | 6
Cc1cc(C)cc(OCCCCNC(C)(C)C)c1 | -8
COc1ccc(C(=O)N2CCN(Cc3cc(OC)c(OC)cc3OC)CC2)cc1 | 2
Cc1ccc(NC(=O)c2ccc(Cl)cc2Cl)c([N+](=O)[O-])c1 | 3
CN1C(=O)NC(=O)/C(=C\c2cc(Cl)c(OCc3ccc(F)cc3)c(Cl)c2)C1=O | -6
CCOc1cc(/C=C(\C#N)c2nc3ccccc3[nH]2)cc(I)c1OC | 4
CCOC(=O)Cc1nnc(Nc2ccc(C)cc2C)c2ccccc12 | 9
O=C1NC(=Nc2cccnc2)S/C1=C\c1ccc(Br)cc1 | 0
COc1cc(-c2noc(-c3ccc(F)cc3)n2)cc(OC)c1OC | 2

Part of the list above, as a markdown table.
| SMILES | ER stress death |
| --- | --- |
| O=C(Nc1cccc(Cl)c1Cl)c1ccc(CN2CCc3ccccc3C2)cc1 | 1 |
| COc1ccc(C(=O)N2CCN(Cc3cc(OC)c(OC)cc3OC)CC2)cc1 | 2 |
| CCOC(=O)C1=C(C)N=c2s/c(=C/c3ccc(Cl)cc3)c(=O)n2C1c1ccccc1 (stereo unspecified) | 15 |
| COc1ccccc1N1CCN(C(=O)COc2cccc3ccccc23)CC1 | 11 |
| CCOC(=O)c1cnn2c(C)c(C(C)=O)cnc12 | 7 |
| CCOC(=O)c1sc(NC(=O)COc2ccc(CC)cc2)c(C(=O)OCC)c1C | 2 |

Next structures:
SMILES | ER stress death
O=C1NC(=S)N(c2ccc(Br)cc2)C(=O)/C1=C\c1ccc(-c2ccc([N+](=O)[O-])cc2)o1 | 3
CCOc1ccccc1NC(=O)CN(c1ccc(OC)cc1)S(=O)(=O)c1ccccc1 | 2
O=C(Nc1ccc(N2CCOCC2)cc1)c1cccc(Cl)c1 | 2
Cc1onc(-c2ccccc2)c1C(=O)Nc1sc2c(c1C(N)=O)CCCC2 | 3
CC(C)Nc1nc(NC(N)=S)nc(NC(C)C)n1 | 20
Cc1cccc(C2Nc3cccc4cccc(c34)N2)c1 | -4
O=C(O)CC(CC(=O)O)c1ccccc1[N+](=O)[O-] | 6
CC1=C(C(=O)OC2CCCC2)C(c2cccc(O)c2)C2=C(CC(c3ccc(Cl)cc3)CC2=O)N1 (stereo unspecified) | 18
COc1cc(/C=C2/SC(=S)N(C)C2=O)cc(Cl)c1OCCOc1ccc(C)cc1 | 7
O=C(Nc1cc(Cl)ccc1O)c1cnn2c1NC(c1ccc(Br)cc1)CC2C(F)(F)F (stereo unspecified) | -2
O=C1/C(=C/c2c(Cl)cccc2Cl)SC(=S)N1CCc1ccccc1 | 10
O=C(/C=C/c1ccccc1)NCCSc1ccccn1 | 5
CC(C(=O)N1CCN(c2ccccc2)CC1)N1C(=O)c2ccccc2C1=O (stereo unspecified) | 4
Cc1ccc(S(=O)(=O)Nc2ccccc2C(N)=O)cc1 | 5
CC(C)c1ccc(/C=C(\C(=O)c2ccccc2Cl)c2nc3ccccc3o2)cc1 | -1
CC1=C(C)CC2C(=O)N(c3ccc([N+](=O)[O-])cc3)C(=O)C2C1 (stereo unspecified) | 2
COc1ccccc1N1C(=O)C2C(C1=O)C2(c1ccccc1)c1ccccc1 (stereo unspecified) | -2
CCN(CC)c1ccc(/C=c2\sc3nc4ccccc4n3c2=O)c(OC)c1 | 10
CCOC(=O)C1=C(C)N=c2s/c(=C\c3sccc3C)c(=O)n2C1c1cc(OC)ccc1OC (stereo unspecified) | -2
O=[N+]([O-])c1cncc([N+](=O)[O-])c1Nc1ccc(Cl)cn1 | -2
Cc1ccc(S(=O)(=O)N2CCN(C(=O)c3cccnc3)CC2)cc1 | 7
C=CCOc1ccc(/C=C2\SC(=S)N(c3ccc(OC)cc3)C2=O)cc1OC | 9
CCOC(=O)C1=C(C)N=c2s/c(=C\c3ccc(C)o3)c(=O)n2C1c1cccc(OC)c1 (stereo unspecified) | 0
CCC(=O)Nc1ccc(NC(=O)c2ccccc2[N+](=O)[O-])cc1 | 3
CCOc1ccc(C(=O)Nc2cc(OC)ccc2OC)cc1Br | 3
CCOC(=O)c1sc(C)c(C(N)=O)c1N | 1
Cc1ccc(S(=O)(=O)/N=C2/C=C(Cl)C(=O)c3ccccc32)cc1 | -4
O=C(c1cnn2c1NC(c1cccs1)CC2C(F)(F)F)N1CCOCC1 (stereo unspecified) | -1
O=C1NC(=S)NC(=O)C1=Cc1cccc(Cl)c1Cl | 2
CCOC(=O)C1=C(C)N=c2s/c(=C/c3cc(Cl)c(OCC(=O)O)c(OC)c3)c(=O)n2C1c1ccccc1Cl (stereo unspecified) | 4
O=C(CN(c1cccc([N+](=O)[O-])c1)S(=O)(=O)c1ccccc1)Nc1ccccc1Cl | 0
O=C(CSc1cccc2cccnc12)c1ccc(-c2ccccc2)cc1 | 12
O=C(Nc1ccc2nn(-c3ccc(F)cc3)nc2c1)c1ccc(-c2ccc([N+](=O)[O-])cc2)o1 | 11
O=[N+]([O-])c1ccc(CNC2C3CC4CC(C3)CC2C4)cc1 (stereo unspecified) | -15
CCOC(=O)c1sc(NC(=O)c2ccc(OC)cc2)c(C(=O)OCC)c1C | 13
O=C(COc1ccc(Br)cc1)NCc1ccc(F)cc1 | -3
O=C(Nc1ccc2nc(SCc3ccccc3)sc2c1)c1ccccc1C(=O)N1CCOCC1 | 6
Cc1cccc(OCC(=O)Nc2ccc(Nc3ccccc3)cc2)c1 | 2
CC(C)NS(=O)(=O)c1ccc(Br)cc1 | 6
CCN(CC)CCCNS(=O)(=O)c1ccc(OC)cc1 | -1
CC1=C(C(=O)Nc2ccccc2)C(c2ccc(C)o2)NC(=S)N1 (stereo unspecified) | 6
O=C(Nc1ccc(S(=O)(=O)NC(=O)C2CCCCC2)cc1)c1cccc(Br)c1 | 4
COc1cc(OC)cc(C(=O)N(C(=O)c2cc(OC)cc(OC)c2)c2ncccc2C)c1 | 4
O=C(Cc1ccccc1)Nc1ccc(-c2nc3ccccc3[nH]2)cc1 | -3
COC(=O)c1c(C)oc2ccc(OC(C)=O)cc12 | 2
c1ccc2cc(Cn3cnc4ccccc43)ccc2c1 | 12
CCOc1cc(/C=C2\C=C(c3ccc(Br)cc3)OC2=O)ccc1OC(C)=O | 16
COc1cc(C(=O)N2CCN(Cc3ccncc3)CC2)cc(OC)c1OC | 4
O=C1C2ON(c3ccccc3)C(c3ccc([N+](=O)[O-])cc3)C2C(=O)N1Cc1ccccc1 (stereo unspecified) | 10
Cc1cc(I)ccc1S(=O)(=O)N1CCN(C)CC1 | 8
COc1ccc(NC(=O)c2c(C)c(-c3ccc(Cl)cc3)nc3ccccc23)c(OC)c1 | -1
COc1ccc(NC(NC(=O)c2ccco2)C(=O)c2ccccc2)cc1 (stereo unspecified) | 11
CC(C)c1ccc2[nH]c3c(c2c1)CCC/C3=N\NC(=O)c1ccncc1 | 7
CCOC(=O)c1ccccc1NC(=O)/C(=C/c1cccc([N+](=O)[O-])c1)NC(=O)c1ccccc1 | 2
Cc1cccc(N2C(=O)CC(N3CCN(c4ccccc4Cl)CC3)C2=O)c1 (stereo unspecified) | 11
S=c1nc2c(n[nH]1)c1ccccc1n2Cc1ccccc1 | 2
COc1ccccc1NC(=O)CC1S/C(=N\N=C\c2ccccc2)NC1=O (stereo unspecified) | 5
O=C(O)c1ccc2c(c1)C(=O)N(c1ccc(Cl)c([N+](=O)[O-])c1)C2=O | 11
COc1ccc(OCC(=O)Nc2sc3c(c2C(N)=O)CCCC3)cc1 | 2
Cc1ccc(-n2nc3cc(C)c(NC(=O)c4ccccc4I)cc3n2)cc1 | 0

3 entries from above, sorted by heavy-atom count, smallest number first.
SMILES | ER stress death
Cc1cc(I)ccc1S(=O)(=O)N1CCN(C)CC1 | 8
COc1ccccc1NC(=O)CC1S/C(=N\N=C\c2ccccc2)NC1=O (stereo unspecified) | 5
CCOC(=O)c1ccccc1NC(=O)/C(=C/c1cccc([N+](=O)[O-])c1)NC(=O)c1ccccc1 | 2

Additional compounds follow:
SMILES | ER stress death
O=C(NCc1ccccc1)C1CN(S(=O)(=O)c2ccccc2)CCN1S(=O)(=O)c1ccccc1 (stereo unspecified) | -3
CC(=O)N1C(=O)/C(=C2\SC(=S)N(c3cccc(Br)c3)C2=O)c2ccccc21 | 4
O=C(NNC(=O)c1ccc2ccccc2c1O)c1ccccc1Cl | 5
CCCCOc1ccc2c(C)c(Cl)c(=O)oc2c1 | -4
